Screening data (PubChem BioAssay)
HIV fusion peptide = inhibitors of HIV fusion peptide binding, primary screen, biochemical, uHTS, fluorescence dequenching (AID 1986); 290,000 tested, 0.3% active; cell-free peptide binding, fluorescence dequenching, 30 min; higher % means a stronger effect; one-dose inhibition, % at 20 µM; IC50 in µM for titrated hits; in the data active means inhibition mostly above about 52%, no sharp cut-off; inactive means mostly below about 76%; further: some results filed as inactive read as strong as hits
KOR beta-arrestin-1 = KOR agonists, beta-arrestin recruitment, primary screen, cell-based, luminescence, uHTS (AID 1777); KOR beta-arrestin recruitment, luminescence; higher % means a stronger effect; Kappa-type opioid receptor (Homo sapiens); activation, % at 10 µM, or EC50 in µM where a hit was titrated; 280,000 tested, 0.02% active; in the data active means activation above about 50%, passing the limit was not always enough; further: a part of the inactive calls stands beside numbers as strong as those of hits
GPR55 activation = GPR55 agonists via beta-arrestin recruitment, primary screen, imaging, U2OS cells, beta-arrestin-GFP redistribution (AID 1961) | G-protein coupled receptor 55 (Homo sapiens) | U2OS GPR55 beta-arrestin-GFP redistribution imaging; higher % means a stronger effect | activation, % at 10 µM, or EC50 in µM where a hit was titrated | 290,000 tested, 0.048% active;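 active means activation above 40% with more than 50 cells counted in the well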;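 further: U2OS osteosarcoma cells stably expressing GPR55 and beta-arrestin-GFP; plate controls were DMSO negative control for no effect and LPI positive control for full effect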
NOD2 inhibition = NOD2 signaling inhibitors, cell-based, luminescence, uHTS, HEK293 (AID 1566); HEK293 NOD2/NF-kB luciferase reporter, luminescence; higher % means a stronger effect; one-dose inhibition, % at 4 µM; EC50 in µM for titrated hits; 290,000 tested, 0.63% active; further: many of its hits are not listed in these tables
GPR55 LPI antagonism = GPR55 antagonists blocking LPI-driven arrestin recruitment, primary screen, imaging, U2OS, beta-arrestin-GFP, LPI agonist (AID 2013) | G-protein coupled receptor 55 (Homo sapiens) | U2OS GPR55 beta-arrestin-GFP translocation imaging, LPI antagonism; higher % means a stronger effect | 290,000 tested, 0.13% active | inhibition, % at 10 µM, or IC50 in µM where a hit was titrated;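 active means spots per cell inhibited over 60%, with over 100 cells counted and total cytoplasm intensity under 500,000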;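 further: U2OS cells stably carrying GPR55 and arrestin-GFP stimulated by 5 µM LPI near EC80; imaged beta-arrestin-GFP aggregate spots per cell after agonist stimulation; plate controls were LPI-stimulated DMSO wells for no effect and DMSO wells without LPI for full effect; some results filed as inactive read as strong as hits; confirmed hits need IC50 under 10 µM and bright autofluorescent wells are also inconclusive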
NOD1 inhibition = NOD1 signaling inhibitors, primary screen, cell-based, luminescence, uHTS (AID 1578); NOD1-driven NF-kB luciferase reporter cells, luminescence; higher % means a stronger effect; inhibition, % at 4 µM; hits with a dose series show EC50 in µM; 290,000 tested, 1% active; in the data active means inhibition mostly above about 36%, no sharp cut-off; inactive means mostly below about 34%;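 further: HEK-293T reporter cells stimulated with the NOD1 agonist gamma-tri-DAP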
KOR beta-arrestin-2 = KOR antagonists, beta-arrestin recruitment, cell-based, luminescence, uHTS (AID 1778) | Kappa-type opioid receptor (Homo sapiens) | KOR beta-arrestin recruitment, luminescence, antagonist mode; higher % means a stronger effect | one-dose inhibition, % at 10 µM; IC50 in µM for titrated hits | 290,000 tested, 0.091% active; further: strong numbers were not always called active
Myeloid diff 2 = induction of myeloid progenitor differentiation, primary screen, cell-based, flow cytometry, MLPCN library; ER-HoxA9 myeloid progenitors, lysozyme-GFP differentiation; calls only at 10 µM; AID 624256, 2012; 360,000 tested, 1% active;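 active means normalized GFP-positive differentiation at or above the plate's own cutoff, the solvent-only control mean plus 3 SD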;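 further: cells exposed to compound for four days before flow analysis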
GPR35 arrestin U2OS = GPR35 antagonists blocking zaprinast-driven arrestin recruitment, primary screen, imaging, U2OS, beta-arrestin-GFP, zaprinast agonist (AID 2058). U2OS GPR35 beta-arrestin-GFP translocation imaging, zaprinast antagonism; higher % means a stronger effect. 290,000 tested, 0.052% active. inhibition, % at 10 µM, or IC50 in µM where a hit was titrated;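 active means inhibition of at least 50% with at least 30 cells and total cytoplasm GFP at most 10,000,000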
Myeloid diff 2 GFP+ MAC1+ % = further read-out of Myeloid diff 2, marked with its call; GFP+ MAC1+ double positive, %; measured here: differentiation confirmed by MAC1 staining
Starred values were filed as active, the others as inactive; i = inactive; / = not tested or not shown; + = active, no number; [ ] = dose if it differs, or a comment. Unless noted, no stated cut-off is given here; in the data, active means inhibition above about 50%; inactive means the rest.

molecule,HIV fusion peptide,KOR beta-arrestin-1,GPR55 activation,NOD2 inhibition,GPR55 LPI antagonism,NOD1 inhibition,KOR beta-arrestin-2,Myeloid diff 2,Myeloid diff 2 GFP+ MAC1+ %,GPR35 arrestin U2OS
Cc1ccc(S(=O)(=O)NC2(C(F)(F)F)NC(=O)N(c3ccccc3F)C2=O)cc1 (stereo unspecified),0.9%,-3.5%,0.1%,7%,2%,-21%,-15%,i,1.1,-3%
O=C(CSc1nnc(NC(=O)C2CCC2)s1)NC1CC1,-0.3%,-6.0%,-0.1%,7%,11%,/,6%,i,0.4,-6%
COc1ccc(Br)cc1CNC(=O)CCc1nc(-c2ccccc2F)no1,1.7%,-1.9%,0.1%,0%,8%,-18%,-18%,i,1.0,-10%
Cc1cccc(NC(=O)C2CCN(c3nc(C)cc(C)n3)CC2)c1,-1.3%,2.5%,-0.2%,6%,4%,-19%,-20%,i,0.5,5%
CCCN(CC(=O)Nc1ccc(C(N)=O)cc1)CC(=O)Nc1ccc(F)c(F)c1F,-2.5%,6.4%,-0.2%,-15%,3%,38%*,-7%,i,0.5,-14%
COC(=O)c1cc(Br)c(=O)n(CC(C)C)c1,-2.7%,-1.6%,-0.1%,9%,4%,-21%,6%,i,0.8,-4%
O=C(OCCCN=C1NS(=O)(=O)c2ccccc21)c1cccs1,-1.5%,0.6%,0.2%,9%,6%,0%,-24%[20 µM],i,0.5,4%
COc1ccc(Cn2nnnc2CN2CCc3ccccc32)cc1,0.2%,-2.7%,0.0%,11%,23%,4%,37%,+,16*,5%
CCOc1ccc(N2C(=O)CN(C)C2=S)cc1,2.9%,0.6%,-0.2%,8%,-1%,-25%,-6%,i,0.3,3%
Cc1cccc(NC(=O)C(C)n2cc([N+](=O)[O-])cn2)n1 (stereo unspecified),0.3%,-3.5%,-0.2%,18%,18%,-10%,17%,i,0.5,-9%

Individual results from the results shown:
Cc1cccc(NC(=O)C2CCN(c3nc(C)cc(C)n3)CC2)c1 in GPR35 arrestin U2OS shows 5%
Cc1ccc(S(=O)(=O)NC2(C(F)(F)F)NC(=O)N(c3ccccc3F)C2=O)cc1 (stereo unspecified) in HIV fusion peptide shows 0.9%
COC(=O)c1cc(Br)c(=O)n(CC(C)C)c1 in GPR35 arrestin U2OS shows -4%
Cc1cccc(NC(=O)C(C)n2cc([N+](=O)[O-])cn2)n1 (stereo unspecified) in Myeloid diff 2 GFP+ MAC1+ % shows 0.5

Next structures:
molecule,HIV fusion peptide,KOR beta-arrestin-1,GPR55 activation,NOD2 inhibition,GPR55 LPI antagonism,NOD1 inhibition,KOR beta-arrestin-2,Myeloid diff 2,Myeloid diff 2 GFP+ MAC1+ %,GPR35 arrestin U2OS
CC1CCC2(CC1)NC(=O)N(CC(=O)NCc1cccs1)C2=O (stereo unspecified),-1.5%,-1.7%,1.1%,10%,14%,-23%,-2%,i,0.2,-4%
S=c1[nH]nc(Cc2cccs2)n1-c1ccccc1Cl,1.2%,-5.2%,0.2%,-2%,-4%,-10%,-19%,i,0.2,-5%
Cc1cccc(N(CC(=O)NCc2ccc3c(c2)OCO3)C(=O)CCC(=O)Nc2ccccn2)c1,1.6%,0.6%,1.0%,-23%,11%,-29%,4%,i,1.4,-13%
N#C/C(=C\c1ccc(OCc2ccccc2)cc1)C(=O)Nc1nc2c(s1)CCN(Cc1ccccc1)C2,20%,-0.4%,-0.3%,7%,4%,-25%,-11%,i,0.9,-1%
O=C(CCC(=O)N1CCN(S(=O)(=O)c2ccc(Cl)cc2)CC1)Nc1cccc(Br)c1,-1.8%,2.6%,0.1%,24%,6%,-14%,21%,i,2.2,12%
CC(C)(C)NC(=O)NC(=O)COc1ccccc1C#N,-3.5%,0.4%,-0.1%,-82%,2%,/,-70%,i,0.4,2%
O=C1CN(S(=O)(=O)c2cc(Cl)ccc2Cl)c2ccccc2N1,-0.6%,0.6%,-0.1%,-1%,8%,-13%,7%,i,0.4,0%
Cc1cc(=O)oc2cc(NC(=O)Cc3ccccc3[N+](=O)[O-])ccc12,0.2%,3.2%,0.5%,16%,13%,-33%,-58%[20 µM],i,0.5,7%
CC1CCN(CC(=O)Nc2cccc(Cl)c2)CC1,0.6%,-3.2%,-0.1%,5%,8%,-35%,-10%,i,0.4,-14%
O=C1Nc2ccccc2C12OCCCO2,-1.3%,2.7%,-0.2%,13%,-4%,16%,28%,i,1.0,-9%

Additional structures.
molecule,HIV fusion peptide,KOR beta-arrestin-1,GPR55 activation,NOD2 inhibition,GPR55 LPI antagonism,NOD1 inhibition,KOR beta-arrestin-2,Myeloid diff 2,Myeloid diff 2 GFP+ MAC1+ %,GPR35 arrestin U2OS
CCN(C(=O)COC(=O)c1cc(-c2ccccc2)nc2ccc(Br)cc12)C1CCS(=O)(=O)C1 (stereo unspecified),-0.8%,-2.3%,-0.2%,11%,8%,-20%,9%,i,1.4,-6%
Cc1cccc(N=Nc2c(C)c(C#N)c(O)[nH]c2=O)c1,28%,-2.4%,0.1%,-47%,-1%,-45%,9%,i,0.5,7%
COc1ccc(-c2c(N)n[nH]c2C)cc1OC,0.6%,4.9%,0.5%,-15%,4%,-33%,-12%,i,0.3,2%
COC(=O)c1c(-c2c(Cl)cccc2Cl)noc1NC(=O)N(C)C,1.2%,6.0%,-0.2%,-1%,-8%,-14%,11%,i,0.7,-4%
C=CCNC(=S)NNC(=O)c1cccn(Cc2cccc(Cl)c2)c1=O,2.2%,-0.5%,0.0%,-1%,1%,-31%,-10%,i,1.1,8%
CCC(C)C(NC(N)=O)C(=O)Nc1ccc(OCc2ccccc2)cc1 (stereo unspecified),-0.6%,-0.7%,-0.2%,2%,-7%,-3%,3%,i,0.4,6%
N#Cc1ccc(C(=O)Nc2cc(S(=O)(=O)Nc3ccc(Cl)cc3)ccc2N2CCCCC2)cc1,4.6%,2.4%,0.6%,15%,5%,0%,11%,i,1.1,0%
CCOC(=O)/C=C1\SCC(=O)N1CC(=O)NC(C)C,-2.8%,-6.7%,-0.1%,19%,5%,-8%,-5%,i,0.6,2%
COCc1cc(=O)n2[nH]c(-c3cccs3)cc2n1,-0.6%,1.8%,0.3%,5%,17%,-12%,13%,i,0.5,-4%
O=C(NC1CCCC1)C(c1ccncc1)N(C(=O)Cc1cccs1)c1cccc(F)c1 (stereo unspecified),1.4%,1.9%,-0.2%,-7%,12%,21%,19%,i,0.4,-5%

Next entries follow:
molecule,HIV fusion peptide,KOR beta-arrestin-1,GPR55 activation,NOD2 inhibition,GPR55 LPI antagonism,NOD1 inhibition,KOR beta-arrestin-2,Myeloid diff 2,Myeloid diff 2 GFP+ MAC1+ %,GPR35 arrestin U2OS
c1ccc(-c2csc(-c3ccncc3)n2)cc1,0.1%,/,-0.2%,-29%,-41%,-53%,-24%[20 µM],i,0.4,5%
CSc1ccc(S(=O)(=O)N2CCC(C(=O)NCCCn3ccnc3)CC2)cc1,1.1%,1.5%,0.0%,-8%,9%,-57%,7%,i,0.5,-10%
COc1ccccc1C1CCN(C(=O)c2cnn(-c3ccccc3)c2C)CC1,2.4%,2.3%,1.0%,14%,3%,6%,-14%,i,0.7,-10%
S=c1nccc(-c2cc(Cl)sc2Cl)[nH]1,3.8%,6.3%,0.4%,-2%,-7%,11%,-47%,i,0.3,-8%
Cc1cc(NC(=O)Cc2ccccc2)c2ccccc2n1,-2.1%,-5.0%,-0.3%,34%,3%,42%,0%,i,1.8,20%
NC(=O)C1=C[C@@H](c2csc3ccccc23)C[C@@H](OCc2ccc(CO)cc2)O1,-0.5%,-2.2%,0.0%,2%,0%,-4%,0%,i,2.2,-11%
O=C(CN1CCc2ccccc2C1)Nc1ccc(OC(F)(F)F)cc1,0.8%,1.4%,0.0%,-28%,42%,-14%,-9%,i,0.4,0%
Cc1cccn2c(=O)c3cc(C(=O)N4c5ccccc5CC4C)n(C)c3nc12 (stereo unspecified),9.2%,0.7%,-0.3%,-31%,-10%,-7%,-28%,i,1.3,22%
COc1ccc(CC(=O)NCc2nnc(SCC(=O)Nc3cccc(F)c3)n2C)cc1,-1.1%,-3.4%,-0.1%,-4%,7%,-33%,22%[20 µM],i,0.5,-4%
CCOC(=O)c1cnc2ccc(OCC)cc2c1N1CCN(c2ccccc2)CC1,-6.7%,-6.3%,0.7%,-60%,0%,1%,5%,i,0.0,2%

Other entries:
molecule,HIV fusion peptide,KOR beta-arrestin-1,GPR55 activation,NOD2 inhibition,GPR55 LPI antagonism,NOD1 inhibition,KOR beta-arrestin-2,Myeloid diff 2,Myeloid diff 2 GFP+ MAC1+ %,GPR35 arrestin U2OS
CC(C)[C@H](Nc1ccc(S(=O)(=O)N2CCOCC2)cc1[N+](=O)[O-])C(=O)OCC(=O)N(C(C)C)C(C)C,1.2%,-0.2%,-0.4%,-9%,12%,0%,33%,i,0.7,12%
COc1cccc(NC(=O)Nc2cccn(Cc3ccc(C)cc3)c2=O)c1,0.1%,0.0%,-0.1%,5%,2%,21%,-7%,i,0.4,-11%
Cc1ccc(/C=N/NC(=O)Cc2c(F)cccc2Cl)s1,-0.3%,-1.3%,-0.1%,9%,-8%,-12%,16%,i,1.8,-8%
CN(C)S(=O)(=O)N(CC(=O)Nc1cccc(F)c1)c1ccccc1,-2.6%,-10%,-0.2%,-16%,8%,14%,-15%,i,2.8,24%
Cc1ccc2c(C)c(C(=O)N(Cc3ccc(F)cc3)C3CCS(=O)(=O)C3)oc2c1 (stereo unspecified),0.8%,3.1%,0.0%,0%,-11%,24%,-38%,i,1.3,1%
O=C(NC1CC1)C1CCN(C2CCN(C(=O)Cc3ccc(F)cc3)CC2)CC1,0.4%,3.0%,-0.2%,2%,2%,24%,-10%,i,0.2,20%
CCOC(Cn1c(SCc2cc(C(C)=O)ccc2OC)nc2ccccc2c1=O)OCC,3.3%,6.1%,-0.2%,4%,4%,-17%,16%,i,0.3,0%
COC(=O)c1ccc(NC(=S)NC2c3ccccc3CC2O)cc1 (stereo unspecified),-1.4%,-4.0%,0.6%,-1%,12%,-40%,-6%,i,0.2,18%
C/C(=N/NC(=O)c1cc(C)[nH]n1)c1ccco1,-0.5%,-0.1%,-0.1%,-26%,9%,1%,4%,i,0.8,-7%

Fetched by structure from the list above, 2 records:
molecule,HIV fusion peptide,KOR beta-arrestin-1,GPR55 activation,NOD2 inhibition,GPR55 LPI antagonism,NOD1 inhibition,KOR beta-arrestin-2,Myeloid diff 2,Myeloid diff 2 GFP+ MAC1+ %,GPR35 arrestin U2OS
COc1cccc(NC(=O)Nc2cccn(Cc3ccc(C)cc3)c2=O)c1,0.1%,0.0%,-0.1%,5%,2%,21%,-7%,i,0.4,-11%
CCOC(Cn1c(SCc2cc(C(C)=O)ccc2OC)nc2ccccc2c1=O)OCC,3.3%,6.1%,-0.2%,4%,4%,-17%,16%,i,0.3,0%

Not all compounds are listed; count on the stated rates, not on these rows.
